PLCb3 inh: PLC-beta3 (human) inhibition, primary screen; Q01970; Purified PLC-beta3, fluorogenic substrate, fluorescence; inhibition, % at 12.2 µM; actives 0.18% (n = 370,000); in the data active = inhibition above about 11%;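 also: 0% = median of compound wells on plate and 100% = full blocker control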
DDE Tn6 FP inh: disrupts Tn6 cyclic peptide binding to fibrin D-Dimer-E complex; P02675; actives 0.21% (n = 370,000); Fibrin DD(E) TRITC-Tn6 fluorescence polarization displacement; inhibition, % at 8.3 µM;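 active = inhibition above a per-campaign cutoff: mean of compounds within control limits plus 3 SD, cut at about 15% in these data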;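 also: 0% = median of all compound wells on the plate and 100% = blocking peptide control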
Target sequence (P02675 whole entry, looked up): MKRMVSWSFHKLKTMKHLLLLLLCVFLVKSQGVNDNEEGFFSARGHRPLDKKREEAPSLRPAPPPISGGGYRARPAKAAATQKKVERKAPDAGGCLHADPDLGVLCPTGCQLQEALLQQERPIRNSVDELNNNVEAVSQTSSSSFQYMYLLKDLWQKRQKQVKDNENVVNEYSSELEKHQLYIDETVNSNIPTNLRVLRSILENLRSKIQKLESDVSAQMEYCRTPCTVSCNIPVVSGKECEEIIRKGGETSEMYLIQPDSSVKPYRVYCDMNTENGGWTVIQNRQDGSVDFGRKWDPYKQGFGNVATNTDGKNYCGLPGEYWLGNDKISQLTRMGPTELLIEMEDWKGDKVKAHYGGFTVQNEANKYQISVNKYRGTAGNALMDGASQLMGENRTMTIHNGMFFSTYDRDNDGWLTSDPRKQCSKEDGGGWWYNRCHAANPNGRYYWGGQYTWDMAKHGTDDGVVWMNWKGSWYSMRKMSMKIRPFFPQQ
Tn7 DDE FP: DD(E)-Tn7 binding inhibition, primary FP screen; actives 0.13% (n = 370,000); P02675; AID 720508; inhibition, % at 8.3 µM; FP displacement of FITC-Tn7 peptide from fibrin DD(E); 0% = median of compound wells per plate;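 active = inhibition above the mean of compounds falling within the control limits plus 3 SD of them, cut at about 14% in these data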;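 also: 0% = plate median of compound wells and 100% = 10 µM Aha-Tn7 peptide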
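Test system – human fibrin DD(E) · Times – 10 min preincubation, 3 h with tracer, room temperature · Detection – fluorescence polarization of the labelled Tn7 tracer · Measure – percent inhibition normalized to high-control wells · Benchmarks – high control wells with 10 µM unlabelled Aha-Tn7 peptide (full inhibition) · Repeats – singlicate testing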
KLK7 zymogen act: activators of human kallikrein-7 zymogen; purified proKLK7, EDANS-DABCYL substrate fluorescence; 100% is mature enzyme control, 0% vehicle; actives 0.9% (n = 370,000); activation, % at 7 µM;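 active = activation above the mean of all tested compounds plus 3 SD, computed per campaign excluding outliers beyond control limits, cut at about 13% in these data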
NR1D1 modulator: modulates human Rev-erb alpha binding to DNA; P20393; actives 0.79% (n = 370,000); activity, % at 10 µM; Rev-erbα–FITC-DNA binding, fluorescence polarization, 90 min;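 active = activity above about 14%, limit read from the data; passing the limit was not always enough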;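 also: 0% = DMSO wells with 35 nM protein and 100% = DMSO wells with 750 nM protein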
UHRF1 binding: human UHRF1 methylated DNA binding inhibitors; inhibition, % at 4.4 µM; actives 0.75% (n = 370,000); UHRF1 binding to methylated oligo, TR-FRET; AID 687016; in the data active = inhibition above about 21%;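 also: UHRF1 SRA domain binding a hemimethylated CpG hairpin DNA probe; 0% = median of test compound wells and 100% = reference inhibitor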
PLC-gamma1 inh: blocks human PLC-gamma1 enzyme activity. purified PLC-gamma1, fluorogenic substrate, fluorescence. actives 0.84% (n = 370,000). inhibition, % at 12.2 µM. P19174; in the data active = inhibition above about 9.5%
ARFGAP1 inh: inhibits rat ARF GTPase activating protein 1. Q62848. Arfgap1-stimulated ARF1 GTP hydrolysis, GDP FP detection. inhibition, % at 16.5 µM. actives 0.26% (n = 360,000). AID 651572;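 active = inhibition above a per-plate limit, mean inhibition of low control wells plus 3 SD, cut at about 25% in these data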;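 also: 0% = DMSO wells with enzyme and 100% = wells lacking Arfgap1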
Target sequence (Q62848 1-136 limits assumed): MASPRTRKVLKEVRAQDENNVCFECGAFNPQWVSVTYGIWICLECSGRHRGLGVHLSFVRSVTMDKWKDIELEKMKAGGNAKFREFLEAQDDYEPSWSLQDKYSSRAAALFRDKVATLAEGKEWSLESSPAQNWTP
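Material – truncated rat Arfgap1 GAP domain · Buffer or medium – HEPES-based buffer, pH 7.5 · Reagent – human ARF1(Δ1-17)-GTP substrate · Dosing – 16.5 µM single point, 1.26% DMSO · Schedule – GTP hydrolysis reaction 2 h at 25 °C · Technique – GDP detection by fluorescence polarization · Benchmarks – No-Arfgap1 wells (100%) versus DMSO full-reaction wells (0%) · Repeats – single replicate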
HGIII-sPLA2 inh: Blocks human group III sPLA2 activity. Q9NZ20. QFRET BODIPY PC-A2 liposome hydrolysis, fluorescence. inhibition, % at 12.2 µM. actives 0.56% (n = 370,000). AID 743126;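 active = inhibition above mean plus 3 SD of compounds lying within the high and low control bounds, cut at about 19% in these data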;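 also: 0% = median of test compound wells and 100% = no enzyme DMSO wells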
ASAP1 inh: ASAP1 ArfGAP inhibition | Q9ULH1 | ASAP1-stimulated ARF1 GTP hydrolysis, GDP FP detection | AID 624377 | actives 0.19% (n = 360,000) | inhibition, % at 16.5 µM; in the data active = inhibition above about 25%;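 also: 0% = vehicle with enzyme and substrate and 100% = no enzyme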
Target sequence (Q9ULH1 325-724 limits assumed): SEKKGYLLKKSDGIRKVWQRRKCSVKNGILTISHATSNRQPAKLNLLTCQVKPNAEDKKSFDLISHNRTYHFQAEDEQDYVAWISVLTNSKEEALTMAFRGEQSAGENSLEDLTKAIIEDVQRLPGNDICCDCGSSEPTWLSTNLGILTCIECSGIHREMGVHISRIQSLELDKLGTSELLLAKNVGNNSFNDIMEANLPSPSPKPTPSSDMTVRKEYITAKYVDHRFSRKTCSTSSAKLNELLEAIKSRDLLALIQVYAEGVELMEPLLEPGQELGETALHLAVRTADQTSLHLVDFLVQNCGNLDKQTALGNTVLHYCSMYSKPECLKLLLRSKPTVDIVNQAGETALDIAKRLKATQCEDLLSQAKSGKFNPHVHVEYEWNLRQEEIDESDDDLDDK
An asterisk follows results filed as active; i = inactive; . = not tested or not shown.

SMILES	PLCb3 inh	DDE Tn6 FP inh	Tn7 DDE FP	KLK7 zymogen act	NR1D1 modulator	UHRF1 binding	PLC-gamma1 inh	ARFGAP1 inh	HGIII-sPLA2 inh	ASAP1 inh
O=C(OCc1ccccc1)[C@H](Cc1ccccc1)NC(=O)[C@@H]1CC=C[C@@H]2CCN(Cc3ccccc3)C(=O)[C@@H]21	2	7	-4	.	0	1	4	.	-5	.
O=C(CCCOc1cccc(Br)c1)NCCOc1ccccc1	-5	1	-1	0.5	9	-1	3	-11	-8	-16
Cc1cc(Cl)c2oc(C(=O)N3CCCCC3CCN3CCCC3=O)c(C)c2c1 (stereo unspecified)	-5	8	-6	0.5	-6	0	0	-3	-6	-13
Cc1cc(Cl)ccc1OCC(=O)OC(C)C(=O)N(C)C (stereo unspecified)	2	-2	1	-0.1	-2	0	0	-3	-2	9
CCOC(=O)c1cccc(NC(=O)c2cc(C)nn2-c2ccccc2)c1	-4	8	6	-0.5	4	-1	0	3	-3	0
COc1cc(C2C(C(C)=O)=C(O)C(=O)N2c2ccc(C)cc2)ccc1O (stereo unspecified)	-33	-1	-1	0.1	-1	-7	-30	-6	3	-5
C=CCN(CC=C)C(=S)NC(=O)c1ccc(-c2ccccc2)cc1	-5	4	-2	0.6	-5	-5	2	2	2	-16
C/C=C\C(=O)Nc1cccc(C2=NOC3(C2)C[C@@H](C(N)=O)N(C(=O)CCCCC)C3)c1 (stereo partly specified)	-2	-2	0	0.5	-2	4	3	-4	-2	4
CCOC(=O)c1sc2nc(C)nc(NC3CCC(O)CC3)c2c1C (stereo unspecified)	-7	-1	-2	1.7	24*	2	-1	0	1	3
O=C(COC(=O)c1ccccc1NCCO)Nc1cccc(S(=O)(=O)NC2=NCCCCC2)c1	i	-3	-3	17*	-9	1	i	-10	-15	9
O=C(C[n+]1ccc(/C=C/c2ccccc2)cc1)c1ccc2c(c1)OCCO2	-18	6	3	-0.5	-1	-1	-8	2	-9	5
CSc1nnc(C(C)(C)C)c(=O)n1/N=C/c1ccc(Cl)cc1	-7	0	3	-0.2	1	8	0	-7	3	-6
CC1=CC(c2ccccc2)n2nnnc2N1 (stereo unspecified)	-90	3	1	1.0	-6	35*	-86	-2	-9	-13
CC(C)NS(=O)(=O)c1ccc(Oc2ncc(C(F)(F)F)cc2Cl)cc1	2	-5	-6	0.6	14	2	8	1	-6	-1
C#CCn1cc(/C=N/NC(=O)c2cc3ccccc3o2)c2ccccc21	-195	-2	18*	-16	0	-1	-163	14	-15	2
Cc1ccc(C2=NN=C(NC(=O)CSc3nncn3C)SC2)cc1	-11	13	0	0.8	6	0	-6	-4	-4	9
COc1ccccc1N1CCNC(C)C1=O (stereo unspecified)	-3	2	0	0.8	3	-2	-3	-2	-2	-6
O=C(O)CCN1C(=O)C(=C2CCCCCC2)SC1=S	1	-4	3	-0.3	2	-2	0	2	2	-6
c1cc(-c2cc3cc4c(cc3cn2)OCO4)cs1	-3	0	5	0.5	5	-5	-2	3	4	-10
CCOC(=O)C(O)(C1C(=O)CC(C)(C)CC1=O)C(F)(F)F (stereo unspecified)	-4	7	-11	0.1	0	1	-3	-6	0	7
Cc1sc2nc(C(C)C)nc(SCC(=O)NCc3ccco3)c2c1C	-2	-5	-11	0.6	2	0	-1	9	2	-6
CCC(C(=O)Nc1c(C)cccc1C)n1c(-c2ccc(=O)[nH]c2)nc2ccccc21 (stereo unspecified)	-31	4	2	2.4	-7	-5	-22	9	8	1
COC(=O)c1ccc(NC(=O)NC2CCCCC2)cc1	1	0	-4	0.0	0	0	1	6	4	0
COC(=O)c1cc(NC(=O)c2cc(C(C)(C)C)nn2Cc2cccc(C)c2)ccc1N1CCOCC1	-19	5	3	0.2	0	0	-10	-2	-5	0
CCN(CC)CCOC(=O)c1c(C)oc2ccc(OC)cc12	2	-3	-3	-0.1	1	3	-1	11	-2	-9
O=C(Cn1nnc(-c2ccncc2)n1)Nc1ccc(Oc2ccccc2)cc1	-1	3	-1	-0.9	5	1	0	.	-13	.
Cc1cc(C)nc(Nc2cc([N+](=O)[O-])ccc2C)n1	-6	1	9	-0.1	0	4	0	-10	8	12
Cc1ccc(S(=O)(=O)NC(C)C(=O)Nc2ccc(C(N)=O)cc2)cc1 (stereo unspecified)	0	-7	-3	-0.5	3	-3	2	-5	2	-2
CCCNC(=O)c1oc2ccc3c(c2c1C)C(=O)CC(C)(C)O3	-54	6	4	6.5	-1	1	-42	-2	2	-8
COc1ccc2oc(C(=O)N3CCCc4ccccc43)c(C)c2c1	-11	0	4	0.4	2	-2	-4	-1	-1	-4
COCCN(C(=O)CSc1n[nH]c(-c2ccccc2)n1)c1c(N)n(Cc2ccccc2)c(=O)[nH]c1=O	-11	-5	-3	0.0	4	-3	0	-10	-1	-17
COC(=O)c1cccc(NS(=O)(=O)c2cccs2)c1C	5	-1	-9	-0.3	5	-1	-2	-1	2	5
COc1ccc(C2=NOC(C(=O)NCc3cccs3)C2)cc1OC (stereo unspecified)	3	3	2	0.4	0	-1	3	9	2	5
Nc1ccc(C(=O)c2cccs2)cc1	-1	-1	-1	-1.1	-4	0	-1	4	5	-18
CC(=O)Nc1ccc(NC(=O)CCCCCn2nnc3ccccc3c2=O)cc1	2	-2	-4	0.2	2	1	1	-1	5	10
O=C(O)c1cccc(NC(=S)N/N=C/c2ccccc2OCc2ccc(Br)cc2)c1	-18	-3	-2	0.4	6	4	-8	-4	1	-12
Oc1ccc(N=Nc2n[nH]c(-c3ccc(Br)cc3)n2)cc1	2	-1	2	-0.3	13	-1	3	8	-42	8
COc1ccc(N2C(=O)C(CC(=O)Nc3ccc(Cl)cc3)N(NC(=O)c3cccc(F)c3)C2=S)cc1 (stereo unspecified)	-5	5	-7	0.2	1	-1	4	11	-113	6
Cc1cc(-c2nc(C)c(-c3nnc(SCC(=O)Nc4ccc(Cl)cc4)n3C)s2)no1	-3	1	3	-0.3	1	-1	-1	-6	2	0
CCOC(=O)N1CCN(c2ncnc3c2[nH]c2ccc(OC)cc23)CC1	i	-4	4	1.4	-2	3	i	-1	-1	7
O=c1cc(N2CCCCC2)c(-c2ccccc2)nn1Cc1ccccc1Cl	-11	-6	-1	-0.3	-2	-1	-7	-2	-13	5
Cc1ccc2c(c1)c1c(n2CC(O)CNC(CO)(CO)CO)CCCC1 (stereo unspecified)	-6	-1	-6	0.8	-5	-4	-1	0	0	-3
C[C@H](NC(=O)c1nc[nH]c1C(=O)N(C)Cc1ccccc1)c1ccccc1	2	0	-3	-0.1	2	-1	0	0	-1	-14
COc1ccc(N(CC(=O)NC(C)(C)C)C(=O)CCC(=O)Nc2nccs2)c(OC)c1	-1	3	0	-0.4	3	3	2	4	-3	-1
CCC1CCCCN1C(=O)CCCOc1ccccc1 (stereo unspecified)	-3	-12	1	0.1	-3	1	2	10	-2	15
COc1ccc(C2c3[nH]c4ccccc4c3CCN2Cc2ccoc2)c(F)c1 (stereo unspecified)	-26	-8	-3	1.9	0	-1	-19	5	-14	-5
COc1ccc(-c2cc(C(=O)Nc3ccc(C)c(C)c3)no2)cc1	-3	-11	1	0.1	9	3	12*	1	-4	0
COC(=O)c1sccc1NC(=O)CC1C(=O)NCCN1C(=O)c1ccc(F)cc1 (stereo unspecified)	5	-5	-5	0.7	-1	2	7	-8	-4	-1

Looked up one by one from above (5):
SMILES	PLCb3 inh	DDE Tn6 FP inh	Tn7 DDE FP	KLK7 zymogen act	NR1D1 modulator	UHRF1 binding	PLC-gamma1 inh	ARFGAP1 inh	HGIII-sPLA2 inh	ASAP1 inh
CCC1CCCCN1C(=O)CCCOc1ccccc1 (stereo unspecified)	-3	-12	1	0.1	-3	1	2	10	-2	15
COc1ccc(N2C(=O)C(CC(=O)Nc3ccc(Cl)cc3)N(NC(=O)c3cccc(F)c3)C2=S)cc1 (stereo unspecified)	-5	5	-7	0.2	1	-1	4	11	-113	6
Cc1cc(-c2nc(C)c(-c3nnc(SCC(=O)Nc4ccc(Cl)cc4)n3C)s2)no1	-3	1	3	-0.3	1	-1	-1	-6	2	0
O=c1cc(N2CCCCC2)c(-c2ccccc2)nn1Cc1ccccc1Cl	-11	-6	-1	-0.3	-2	-1	-7	-2	-13	5
CCOC(=O)N1CCN(c2ncnc3c2[nH]c2ccc(OC)cc23)CC1	i	-4	4	1.4	-2	3	i	-1	-1	7

(more compounds)
SMILES	PLCb3 inh	DDE Tn6 FP inh	Tn7 DDE FP	KLK7 zymogen act	NR1D1 modulator	UHRF1 binding	PLC-gamma1 inh	ARFGAP1 inh	HGIII-sPLA2 inh	ASAP1 inh
CC(=O)NCc1ccc(S(=O)(=O)N2CCCN(C)CC2)cc1	-1	-1	0	-0.2	4	20	1	6	-2	-8
Brc1ccc2cccnc2c1	1	-5	4	0.0	-8	2	-1	5	4	-3
CCc1ccc(NC(=O)CSc2nc3ccccc3nc2N2CCCCC2)cc1	-1	1	-9	-0.2	11	-1	-1	1	5	-1
CC1CCc2c(sc(NC(=O)c3nc4ncccn4n3)c2C#N)C1 (stereo unspecified)	-8	1	-3	-0.1	-2	2	0	-1	-3	-4
CCC(C)(C)NC(=O)c1ccc2c(c1)N(CC(=O)N1CCCC1)C(=O)C(C)(C)O2	-2	4	1	0.2	-4	-2	2	-15	-2	2
CCOC1(/N=C(\C)NS(=O)(=O)c2ccc(Cl)cc2)C(C)=CC(=O)C=C1C	-2	-6	2	0.2	-7	2	0	-2	2	-1
CC(C)C(=O)Nc1ccc(NC(=O)c2cccs2)cn1	3	0	1	0.6	-3	-3	0	0	5	5
CCC(C)c1ccc(NC(=O)N2CCN(C(=O)C3CCCO3)CC2)cc1 (stereo unspecified)	-3	0	-7	0.2	-2	-2	-1	-12	-2	-10
Cc1ccc(C2CC(C(F)(F)F)n3nc(C(=O)NCC4CCCO4)cc3N2)cc1 (stereo unspecified)	1	4	4	0.2	-1	12	2	1	-1	-5
Cc1ccc(C(=O)OC(C)C(=O)N(C)C2CCCCC2)cc1S(=O)(=O)N1CCCCC1 (stereo unspecified)	-4	-3	-1	1.0	3	15	9	4	7	0
O=C(Nc1ccc(-n2ccc(C(F)(F)F)n2)cc1)c1cccs1	-5	-6	1	-0.2	3	-1	2	11	-2	-17
CN(C)CC1CC/C(=C\c2ccc(O)cc2)C1=O (stereo unspecified)	-30	-4	3	2.2	-9	-5	-22	-6	-15	8
CCCC(=O)N1CCOCC1c1cc(C(=O)Nc2ccccc2)no1 (stereo unspecified)	2	-1	5	0.0	-2	-3	1	-3	1	-19
COc1cccc(C2NC(C)(C(=O)O)C3C(=O)N(C(C)C)C(=O)C23)c1O (stereo unspecified)	-4	0	4	-0.8	1	0	-3	-1	4	10
CC12CCC(C(=O)O)(c3nc4cc([N+](=O)[O-])ccc4nc31)C2(C)C (stereo unspecified)	0	-4	-1	-1.0	0	-2	2	2	2	-15
